M4 PAM – human M4 muscarinic receptor positive allosteric modulators, primary screen, CHO-K1 cells, Fluo-8 calcium fluorescence; 360,000 compounds, 0.4% hits; CHO-K1 hM4/Gqi5, ACh EC20; 0% = ACh EC20, 100% = maximal ACh; activation, % at 3 µM; Muscarinic acetylcholine receptor M4 (Homo sapiens), P08173;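 active = activation above its plate's cutoff, the mean activation of sample wells plus 3 SD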; note: some results filed as inactive read as strong as hits
Target sequence (P08173 whole entry, looked up): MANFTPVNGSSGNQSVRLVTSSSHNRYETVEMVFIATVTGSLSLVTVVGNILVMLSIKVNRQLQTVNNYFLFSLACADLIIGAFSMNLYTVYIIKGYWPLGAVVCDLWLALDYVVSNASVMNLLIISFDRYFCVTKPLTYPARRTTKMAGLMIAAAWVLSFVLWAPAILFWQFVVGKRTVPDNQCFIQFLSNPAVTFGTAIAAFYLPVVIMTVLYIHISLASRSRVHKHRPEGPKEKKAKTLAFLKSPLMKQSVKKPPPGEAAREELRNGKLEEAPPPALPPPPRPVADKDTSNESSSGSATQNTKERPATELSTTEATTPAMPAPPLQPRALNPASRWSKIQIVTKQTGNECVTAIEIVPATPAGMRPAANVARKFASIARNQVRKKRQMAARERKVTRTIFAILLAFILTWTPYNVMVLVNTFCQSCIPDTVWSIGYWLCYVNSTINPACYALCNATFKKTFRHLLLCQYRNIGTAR
CRFBP-R2 agonist – agonists of CRF-BP/CRF-R2 complex, primary screen, cell-based, HEK293, calcium dye fluorescence, uHTS; CRF-binding protein / CRF receptor 2 complex (human); calcium dye fluorescence (FLIPR); percent of saturating CRF peptide response; activation, % at 13.2 µM; 350,000 compounds, 0.46% hits;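 active = activation of at least 50%, plus an integration ratio under a set limit after plate pattern correction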;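 note: plate controls were neutral control wells without compound for no effect and CRF at EC100 for full effect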
M4 antag – human M4 muscarinic receptor antagonists, primary screen, CHO cells, Fluo-8 calcium fluorescence; CHO-hM4 cells, ACh EC80; inhibition, % at 3 µM; AID 624125, 2012; Muscarinic acetylcholine receptor M4 (Homo sapiens), P08173; 360,000 compounds, 0.73% hits;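 active = inhibition above its plate's cutoff, the mean inhibition of sample wells plus 3 SD, cut at about 27% in these data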;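 note: 0% = acetylcholine EC80 with DMSO and 100% = DMSO without agonist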
CHRM5 antagonist – human M5 muscarinic receptor antagonists, primary screen, CHO cells, Fluo-8 calcium fluorescence; Muscarinic acetylcholine receptor M5 (Homo sapiens), P08912; CHO-hM5 cells, ACh EC80; inhibition, % at 3 µM; 360,000 compounds, 0.59% hits; AID 624040, 2012;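 active = inhibition above a per-plate cutoff, the mean of that plate's test compounds plus 3 SD, cut at about 27% in these data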;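 note: 0% = acetylcholine EC80 with DMSO and 100% = DMSO without agonist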
CHRM5 agonist – human M5 muscarinic receptor agonists, primary screen, CHO-K1 cells, Fluo-8 calcium fluorescence. Muscarinic acetylcholine receptor M5 (Homo sapiens), P08912. CHO-K1 hM5 cells; 0% DMSO wells, 100% maximal acetylcholine response. activation, % at 3 µM. 360,000 compounds, 0.19% hits;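 active = activation above the run's mean over test compounds plus 3 SD, cut at about 23% in these data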;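 note: signal is peak over basal fluorescence ratio across the kinetic read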
CHRM5 PAM – human M5 muscarinic receptor positive allosteric modulators, primary screen, CHO-K1 cells, Fluo-8 calcium fluorescence; Muscarinic acetylcholine receptor M5 (Homo sapiens), P08912; CHO-K1 hM5, ACh EC20 PAM; 0% = ACh EC20, 100% = ACh EC100; activation, % at 3 µM; 360,000 compounds, 0.3% hits;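 active = activation above the run cutoff, the mean activation of all test compounds plus 3 SD, cut at about 18% in these data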
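Test system: CHO-K1 hM5 cells / Doses: single-point, 3 µM nominal / Times: Post-acetylcholine fluorescence recording 140 s / Technique: Fluo-8 calcium fluorescence / Measure: Max/basal fluorescence ratio as % of EC20–EC100 ACh window / Benchmarks: low control EC20 acetylcholine (0%), high control EC100 acetylcholine (100%) / Replicates: one well per compound, no replicates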
CHRM1 antagonist – human M1 muscarinic receptor antagonists, primary screen, CHO-K1 cells, Fluo-8 calcium fluorescence, 1536-well | Muscarinic acetylcholine receptor M1 (Homo sapiens), P11229 | CHO-K1 hM1, ACh EC80 antagonist | inhibition, % at 3 µM | 360,000 compounds, 1.3% hits;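 active = percent inhibition above its own plate's cutoff, namely the mean of that plate's compound wells plus 3 SD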;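 note: peak over basal fluorescence ratio during 140 s after agonist addition; 0% = ACh EC80 plus DMSO and 100% = DMSO alone without agonist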
Target sequence (P11229 whole entry, looked up): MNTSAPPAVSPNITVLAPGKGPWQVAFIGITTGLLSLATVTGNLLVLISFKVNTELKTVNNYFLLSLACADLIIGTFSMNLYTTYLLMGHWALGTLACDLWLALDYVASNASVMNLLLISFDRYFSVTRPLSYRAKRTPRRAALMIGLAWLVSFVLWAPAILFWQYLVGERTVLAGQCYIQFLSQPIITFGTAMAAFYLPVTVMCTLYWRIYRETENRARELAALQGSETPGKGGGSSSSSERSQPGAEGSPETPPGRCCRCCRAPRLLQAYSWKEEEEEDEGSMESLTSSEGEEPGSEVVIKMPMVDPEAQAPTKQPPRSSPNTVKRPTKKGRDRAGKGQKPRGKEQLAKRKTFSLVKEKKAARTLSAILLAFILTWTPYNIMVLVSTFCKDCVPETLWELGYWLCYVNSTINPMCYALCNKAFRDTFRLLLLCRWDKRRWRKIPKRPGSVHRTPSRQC
M1 PAM – human M1 muscarinic receptor positive allosteric modulators, primary screen, CHO-K1 cells, Fluo-8 calcium fluorescence, 1536-well; AID 588819, 2011; activation, % at 3 µM; CHO-K1 hM1, ACh EC20; 0% = ACh EC20, 100% = maximal ACh; 360,000 compounds, 0.088% hits; Muscarinic acetylcholine receptor M1 (Homo sapiens), P11229; in the data active = activation above about 19%, passing the limit was not always enough
CHRM4 agonist – human M4 muscarinic receptor agonists, primary screen, CHO-K1 cells, Fluo-8 calcium fluorescence; CHO-K1 hM4/Gqi5; vehicle 0%, full acetylcholine response 100%; activation, % at 3 µM; 360,000 compounds, 0.14% hits; AID 624127, 2012;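 active = activation above the run mean over all test wells plus 3 SD, cut at about 32% in these data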;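 note: peak over basal fluorescence ratio per well then scaled between controls; 0% = DMSO wells and 100% = acetylcholine at EC100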
Active calls of the source: *; . = no result given.

no.	mol	M4 PAM	CRFBP-R2 agonist	M4 antag	CHRM5 antagonist	CHRM5 agonist
1	COc1ccc(C(=O)NC(=S)NNC(=O)c2ccccc2O)cc1	4.0	58.7*	-10.6	0.8	-3.9
2	CCOC(=O)c1nc(N)c(=O)n(-c2ccccc2)n1	4.0	-0.8	-9.1	0.6	-5.5
3	CC(Cc1cnccn1)NC(=O)c1cc(COc2ccc(F)cc2F)on1 (centres undefined)	1.3	-0.6	-4.4	-6.5	1.9
4	COc1cc(C)cc(C(=O)C=Cc2ccccc2)c1O	-1.7	-2.7	-1.3	10.9	-4.2
5	CCc1nnc(NS(=O)(=O)c2ccc(N/C=C/C(=O)c3ccc(OC)cc3)cc2)s1	3.1	1.3	-4.1	5.8	-3.1
6	COc1ccc(NS(=O)(=O)c2ccc3c(c2)CCC(=O)N3)cc1O	-1.4	-0.4	0.0	-2.5	-2.3
7	CN(CC(=O)Nc1ccccc1Br)C(=O)CCCSc1nc2ccccc2[nH]1	3.3	-1.3	-7.0	2.6	-3.8
8	Cc1cc(NS(=O)(=O)c2ccc(Br)s2)no1	3.9	0.9	7.3	8.8	-0.8
9	CCC(Nc1ccc(OC)cc1)C(=O)N/N=C/c1ccc([N+](=O)[O-])cc1 (centres undefined)	3.9	-1.4	7.2	1.1	-0.7
10	COc1cc2ccccc2c2c1CCCC2=O	9.0	3.9	0.3	-1.4	-8.9
11	COC(=O)N/N=C/c1cn(CCOc2ccccc2)c2ccccc12	-5.1	-1.0	-7.6	-5.4	6.5
12	O=C(c1ccccc1)N1CCN(C(=O)c2nn3c(C(F)(F)F)cc(-c4ccco4)nc3c2Br)CC1	-1.7	0.1	-7.0	2.2	-0.4
13	Cc1ccc(Nc2nc(-c3ccccc3)c(CC(=O)O)s2)cc1	1.9	-0.5	-4.8	11.9	0.2
14	Cc1cc(NC(=O)Cc2ccccc2[N+](=O)[O-])no1	-2.9	-0.2	10.7	11.2	0.3
15	COc1cccc(CNc2ccc(S(=O)(=O)Nc3nccs3)cc2)c1O	3.8	0.2	-4.9	1.3	-2.5

no.	CHRM5 PAM	CHRM1 antagonist	M1 PAM	CHRM4 agonist
1	5.0	-11.8	13.2	1.6
2	6.6	-6.9	6.0	0.4
3	0.4	-8.1	3.2	2.4
4	6.3	-3.5	-2.1	1.0
5	4.2	-6.9	8.2	0.8
6	7.7	-8.8	7.3	0.1
7	-6.1	3.0	-1.6	2.3
8	-5.5	-6.3	2.1	0.2
9	-2.3	-4.4	2.3	1.1
10	-2.1	-10.9	4.9	-3.5
11	-1.5	11.6	-0.8	12.5
12	-2.0	0.6	4.1	10.2
13	-9.7	9.8	-4.2	2.1
14	7.1	-12.0	10.6	0.2
15	1.2	4.4	4.3	0.1

The list continues.
no.	mol	M4 PAM	CRFBP-R2 agonist	M4 antag	CHRM5 antagonist	CHRM5 agonist
16	COC(=O)c1cc(OC)c(OC)cc1N=CC1=C(O)CC(C)(C)CC1=O	0.7	-2.2	2.0	-8.8	-1.1
17	CCOc1cc(N2CCOCC2)c(OCC)cc1NC(=O)Cc1ccccc1	8.0	5.0	9.8	4.3	-0.1
18	CCCc1n[nH]c2c1C(=O)C(C(=O)OC)C(C)(C)C2 (centres undefined)	5.7	-0.8	2.0	2.8	-0.9
19	Brc1ccccc1-c1nnc(CSc2nncn2-c2ccccc2)o1	1.5	-1.3	2.9	-2.1	-1.4
20	CCc1nnc(NC(=O)c2ccc3ccccc3n2)s1	4.9	-1.3	-2.2	3.8	-7.4
21	COc1cc(C(=O)N/N=c2/sc3ccccc3n2C)cc(OC)c1OC	0.3	-1.1	-0.1	0.6	-5.0
22	Cc1nc(SCC(=O)N2CCOCC2)c2c3c(sc2n1)CCC3	2.9	-0.2	-7.7	10.4	5.2
23	O=C(Cc1ccc(NS(=O)(=O)c2ccc(Cl)c(Cl)c2)cc1)NCCN1CCOCC1	7.2	3.9	-6.3	9.8	-2.5
24	CO/N=C(\Cn1ncc(N2CCOCC2)c(Br)c1=O)c1ccc(Cl)cc1	0.1	0.7	1.4	1.4	-1.7
25	CC(C)C12CN3CC(C(C)C)(CN(C1)C31C(=O)Nc3ccccc31)C2=O (centres undefined)	1.5	-0.5	0.9	0.5	-9.0
26	CC(C)c1ccc(N2C(=O)CC(Sc3ncccn3)C2=O)cc1 (centres undefined)	-7.1	-1.9	3.4	7.6	0.1
27	COC(=O)c1ccc(CNC(=O)COC(=O)c2ccc(N(C)C)cc2)cc1	1.1	-2.4	-2.0	-9.6	-0.2
28	CCOc1ccccc1N(C(=O)CNS(=O)(=O)c1ccccc1)C(CC)C(=O)NCc1ccco1 (centres undefined)	3.0	-0.2	-6.1	0.8	-1.1
29	CCOC(=O)c1cc(-c2ccc(F)cc2)n(CC(=O)N2CCCC2)c1C	0.0	-1.3	-5.5	-5.5	-2.1
30	O=C(Cc1coc(-c2ccc(F)cc2)n1)N1CCOCC1	0.3	0.5	-0.7	5.7	-1.1

no.	CHRM5 PAM	CHRM1 antagonist	M1 PAM	CHRM4 agonist
16	0.9	-18.1	2.3	0.5
17	4.5	-9.2	5.3	1.9
18	-9.9	-26.9	3.6	0.7
19	-2.1	-11.3	6.2	1.5
20	-1.1	-2.6	1.1	0.6
21	3.3	-4.8	4.1	0.4
22	0.0	0.8	2.4	1.4
23	-5.5	18.0	-5.5	1.4
24	2.8	-0.1	6.2	1.3
25	-11.2	-7.5	5.6	1.1
26	-7.9	-4.5	-0.6	0.9
27	5.2	-6.9	2.3	1.7
28	-0.2	-26.9	6.2	-0.1
29	-7.8	-5.9	5.1	5.9
30	-5.8	-3.9	6.6	0.5

Next part
no.	mol	M4 PAM	CRFBP-R2 agonist	M4 antag	CHRM5 antagonist	CHRM5 agonist
31	COc1cc(CN2CCC(C(=O)N3CCN(c4ccccc4F)CC3)CC2)cc(OC)c1O	6.0	-0.5	9.1	10.4	0.5
32	COC(=O)c1sccc1-n1cccc1C(=O)C(=O)N1CCCCC1	-3.1	3.7	-0.6	-5.2	-2.3
33	Cn1ncnc1SCc1cn2cccnc2n1	5.4	1.1	-14.1	-40.1	0.0
34	COc1ccc(C(CC(=O)O)c2ccc3c(c2)OCO3)cc1 (centres undefined)	-5.0	1.1	-0.4	-2.6	-2.6
35	COc1cccc(-n2c(CCn3nc(C)c([N+](=O)[O-])c3C)n[nH]c2=S)c1	14.5	-1.6	4.4	4.0	1.3
36	CCN(CC)S(=O)(=O)c1ccc2oc(C(=O)NCc3ccc(F)cc3)c(C)c2c1	-16.4	8.4	1.4	-1.6	-7.3
37	O=C(C[C@@H]1C=C[C@@H](NC(=O)c2cccnc2)[C@@H](CO)O1)NCc1ccncn1	2.0	.	-6.0	2.4	0.7
38	COc1ccc(-c2c(NC(=O)c3ccco3)oc3ccccc3c2=O)cc1OC	-3.2	-1.1	-6.6	0.1	1.6
39	CNC(=O)C(=O)NCC1CCCN1S(=O)(=O)c1cccs1 (centres undefined)	-3.7	6.7	-11.7	-14.9	-4.6
40	CCOc1ccc(S(=O)(=O)N2CCN(Cc3ccco3)CC2)cc1	2.6	-0.5	1.8	6.3	-4.5
41	COc1ccc(N2CC(C(=O)Nc3ccc4c(c3)OCO4)CC2=O)cc1 (centres undefined)	-1.5	0.9	0.8	10.7	-3.3
42	CC(C)(C)OC(=O)N1Cc2cc3ccccc3nc2C1	5.1	-1.1	-1.2	4.5	1.7
43	COC(=O)c1cc(Br)ccc1NC(=O)CSCc1c(C)noc1C	-2.5	-0.3	8.2	11.9	-1.9
44	O=C(COc1ccc2c3c(c(=O)oc2c1)CCC3)c1ccc2c(c1)OCO2	0.9	1.2	-9.1	-2.0	0.1
45	CCCCn1nc(NC(=O)COC)c2cc3cc(OC)ccc3nc21	-1.1	2.9	8.1	17.6	3.5

no.	CHRM5 PAM	CHRM1 antagonist	M1 PAM	CHRM4 agonist
31	-6.2	5.8	7.8	0.0
32	0.7	-20.0	1.9	0.3
33	9.5	-5.5	2.3	1.3
34	8.2	-10.9	12.4	0.3
35	0.2	-4.0	4.8	1.9
36	-30.6	15.9	-6.1	8.5
37	-0.8	.	.	1.1
38	0.0	-1.8	-4.6	1.7
39	6.2	2.3	1.9	0.8
40	-6.2	9.9	-4.3	0.8
41	-4.6	-0.1	5.4	1.0
42	-5.0	-18.8	8.2	6.3
43	-6.3	4.8	0.9	1.3
44	0.1	5.1	-4.8	0.7
45	-3.3	2.6	-1.4	3.5

(listing goes on)
no.	mol	M4 PAM	CRFBP-R2 agonist	M4 antag	CHRM5 antagonist	CHRM5 agonist
46	COc1ccc(/C=C/c2nc(S(=O)(=O)c3ccccc3)c(N(C)C)o2)cc1	6.7	0.2	2.6	1.9	0.0
47	O=C1NC[C@@H](CCCCN2C[C@H](Cc3ccc(O)cc3)N(CCc3ccccc3)C(=O)C2=O)N(CCc2ccc(O)cc2)C1=O	-0.8	.	4.0	6.4	2.5
48	NC(=O)c1cc2c3ccccc3ccn2c1-c1ccccc1	-0.5	4.0	0.9	-4.8	-0.1
49	CCOC(=O)c1sc(C)c(C(N)=O)c1NC1=NCCCCC1	-5.7	-0.1	1.1	5.7	1.9
50	Cc1cc(C)nc(N2CCC(C(=O)Nc3nnc(C)s3)CC2)n1	-2.6	0.3	4.8	-5.7	-0.8
51	CCCn1c(=O)c2[nH]c(-c3ccc(OCC(=O)Nc4ccc(C#N)cc4)cc3)nc2n(CCC)c1=O	-3.2	-2.2	-6.7	-1.1	2.4
52	CCCCNC(=O)Cc1ccc(C)cc1	-1.6	-1.5	5.9	-5.0	-4.3

no.	CHRM5 PAM	CHRM1 antagonist	M1 PAM	CHRM4 agonist
46	2.3	-3.0	4.6	1.7
47	1.5	.	.	1.2
48	1.2	-2.0	3.8	4.4
49	-8.3	-1.7	5.1	3.7
50	4.8	-4.8	1.0	0.5
51	-6.1	-12.4	-2.4	4.2
52	-1.9	-6.3	5.9	0.1

Shown with values under each structure: part of the list above
Every second line gives: M4 PAM, CRFBP-R2 agonist, M4 antag, CHRM5 antagonist, CHRM5 agonist, CHRM5 PAM, CHRM1 antagonist, M1 PAM, CHRM4 agonist
#49 CCOC(=O)c1sc(C)c(C(N)=O)c1NC1=NCCCCC1
→ -5.7, -0.1, 1.1, 5.7, 1.9, -8.3, -1.7, 5.1, 3.7
#52 CCCCNC(=O)Cc1ccc(C)cc1
→ -1.6, -1.5, 5.9, -5.0, -4.3, -1.9, -6.3, 5.9, 0.1
#50 Cc1cc(C)nc(N2CCC(C(=O)Nc3nnc(C)s3)CC2)n1
→ -2.6, 0.3, 4.8, -5.7, -0.8, 4.8, -4.8, 1.0, 0.5

High-throughput results from PubChem BioAssay.
